Tau ThT inhib = inhibitors of human tau fibril formation, thioflavin T binding; P10636; recombinant tau K18 P301L (four-repeat tau fragment), heparin-induced fibrillization, ThT fluorescence; Potency, µM (highest dose often 57.4 µM), inactives show at the highest dose activity, negative = inhibition, hits mostly inhibitors; actives 2.1% (n = 270,000); AID 1460; also: % is scaled to controls: 0 for no effect and ±100 for the full control effect; nearly all actives have a fitted effect of over 55% in size
Target sequence (P10636 561-689 P618L limits assumed): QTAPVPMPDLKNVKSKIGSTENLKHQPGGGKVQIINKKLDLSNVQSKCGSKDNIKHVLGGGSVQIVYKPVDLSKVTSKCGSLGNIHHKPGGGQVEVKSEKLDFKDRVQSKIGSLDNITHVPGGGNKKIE
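Aggregation was driven by heparin (20 uM final) acting on recombinant tau […] bearing P301L in 100 mM sodium acetate pH 7; fibrils were detected with Thioflavin T.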
SMN2 splice up = enhancers of SMN2 splice variant expression. HEK293 SMN2-luciferase splicing reporter, luminescence, 30-36 h. Potency, µM (titrated, usually from 46.1 µM), for the others: at the highest dose activity change, positive = activation, hits mostly activators. actives 2.8% (n = 210,000); also: % of control where 0% means no effect; nearly all actives have a fitted effect of over 55% in size
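HEK293 cells carry an SMN2 […]–luciferase reporter in which exon 7 inclusion puts luciferase in frame. Cells were plated 10-12 h before compound addition, then incubated 30-36 h at 37C. ONE-Glo luminescence was read; sodium butyrate at 4.5 mM final served as control.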
ALDH1A1 inh = blocks purified human ALDH1A1 activity; actives 7.3% (n = 220,000); P00352; Potency, µM (titrated, usually from 75.3 µM), for the others: at the top dose activity, negative = inhibition, usual class: inhibitors; Purified ALDH1A1, NADH fluorescence, propionaldehyde substrate; active = well fitted inhibition curve with a large enough effect, not every such curve was filed as active; inconclusive = small, poorly fitted or top-dose-only effect, or another doubt; inactive = no such curve, though single readings can be large or run the other way;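 also: plate controls were no enzyme wells and a reference inhibitor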
Target sequence (P00352 whole entry, looked up): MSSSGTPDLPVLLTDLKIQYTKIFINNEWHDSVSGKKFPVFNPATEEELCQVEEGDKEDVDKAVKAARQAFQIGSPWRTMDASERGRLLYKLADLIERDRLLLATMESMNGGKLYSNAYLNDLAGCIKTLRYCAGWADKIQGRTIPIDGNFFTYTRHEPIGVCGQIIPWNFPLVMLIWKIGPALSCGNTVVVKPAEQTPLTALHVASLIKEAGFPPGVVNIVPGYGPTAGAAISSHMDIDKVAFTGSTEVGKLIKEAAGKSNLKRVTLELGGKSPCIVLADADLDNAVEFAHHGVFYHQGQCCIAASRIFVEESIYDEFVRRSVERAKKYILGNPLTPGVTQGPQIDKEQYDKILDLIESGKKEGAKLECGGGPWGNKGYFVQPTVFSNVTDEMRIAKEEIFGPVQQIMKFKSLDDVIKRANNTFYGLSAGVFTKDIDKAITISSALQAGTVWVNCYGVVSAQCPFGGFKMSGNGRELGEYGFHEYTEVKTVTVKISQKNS
KDM4E inh = inhibitors of human JMJD2E histone demethylase. B2RXH2. Potency, µM (titrated, usually from 57.1 µM), for inactives: top-dose activity change, negative = inhibition, usual class: inhibitors. AID 2147. JMJD2E catalytic domain, FDH-coupled NADH fluorescence (FDH is formaldehyde dehydrogenase). actives 1.6% (n = 230,000); active = well fitted inhibition curve with a large enough effect, not every such curve was filed as active; inconclusive = small, poorly fitted or top-dose-only effect, or another doubt; inactive = no such curve, though single readings can be large or run the other way;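 also: 0% = wells with enzyme and -100% = buffer wells without enzyme; nearly all actives have a fitted effect of over 50% in size; many of its hits are not listed in these tables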
Target sequence (B2RXH2 1-337 limits assumed): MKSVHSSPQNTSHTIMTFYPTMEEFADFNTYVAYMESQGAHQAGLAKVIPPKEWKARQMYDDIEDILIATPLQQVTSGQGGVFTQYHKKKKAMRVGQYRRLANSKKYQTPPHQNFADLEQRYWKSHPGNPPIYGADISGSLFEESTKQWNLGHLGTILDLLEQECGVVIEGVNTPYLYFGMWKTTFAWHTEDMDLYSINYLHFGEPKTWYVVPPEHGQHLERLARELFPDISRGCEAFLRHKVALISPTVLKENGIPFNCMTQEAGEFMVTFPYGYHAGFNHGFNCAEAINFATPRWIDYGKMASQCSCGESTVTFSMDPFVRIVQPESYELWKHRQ
KinaseGlo FLuc = Kinase-Glo luciferase inhibition (counter-screen); Kinase-Glo luciferase, ATP luminescence, 8 min; Potency, µM (highest dose often 38.3 µM), for the others: top-dose activity change, negative = inhibition, most hits filed as inhibitors; actives 0.28% (n = 200,000); AID 1379; also: % is scaled to controls: 0 for no effect and ±100 for the full control effect; nearly all actives have a fitted effect of over 60% in size
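Kinase-Glo luciferase light output from ATP and luciferin was measured with 10 uM ATP, within the enzyme's linear range. Buffer: 50 mM imidazole pH 7.2, 50 mM KCl, 7 mM MgCl2, 0.01% Tween 20, 0.05% BSA; luminescence read after 8 min at ambient temperature.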
RECQ1 inh = blocks DNA unwinding by human RECQ1. P46063. RECQ1 DNA unwinding, red fluorescence kinetic read. Potency, µM (series often up to 57.3 µM), without a hit: top-dose activity, negative = inhibition, usual class: inhibitors. actives 0.54% (n = 240,000);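 also: plate controls were vehicle for no effect and no enzyme for full effect; nearly all actives have a fitted effect of over 30% in size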
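RECQ1T1 50 nM; forked duplex (20 bp + 30-nt ss tails) 200 nM, ATP 2 mM final; pH 8.0, 2 mM MgCl2, 2.5 ug/ml poly(dI-dC); 15 min compound preincubation; discontinuous kinetic read over 2 h at RT.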
L3MBTL1 block = inhibitors of human L3MBTL1. Potency, µM (highest dose often 57.1 µM), for the others: at the highest dose activity, negative = inhibition, actives largely listed as inhibitors. AID 485360. Q9Y468. AlphaScreen L3MBTL1–H3K9me1 peptide binding. actives 0.66% (n = 230,000); also: % is scaled to controls: 0 for no effect and ±100 for the full control effect; nearly all actives have a fitted effect of over 60% in size
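AlphaScreen proximity signal between nickel-chelate acceptor and streptavidin donor beads (final 10 ug/mL) reports binding of 50 nM L3MBTL1 to 75 nM biotin-H3 K9me1 peptide; complex incubated with compounds 30 min at room temperature; cefsulodin titration as control.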
LMNA splice mod = LMNA splicing modulation. HeLa LMNA splicing GFP/RFP minigene ratio, 48 h. Potency, µM (top dose mostly 46.1 µM), without a hit: at the top dose ratio change, negative = inhibition, hits mostly inhibitors. actives 0.01% (n = 200,000); active = well fitted inhibition curve with a large enough effect in the signal ratio, with a control signal flat, not every such curve was filed as active; inconclusive = small, poorly fitted or top-dose-only effect, or effect the other way, or a change in a side signal; the % refers to the signal ratio; also: % is scaled to controls: 0 for no effect and ±100 for the full control effect
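Read-out is the ratio of GFP to DsRed2 object intensity, acquired by 488 nm laser-scanning cytometry on HeLa lamin A-EGFP minigene reporter cells. Compound incubation 48 hrs at 37 °C in Opti-MEM with 2% FBS; DMSO 0.5% final.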
Starred values were filed as active, the others as inactive; i = inactive; ? = inconclusive; . = no result given; [ ] = remark or other dose. Unless noted, calls follow the shape of the dose curve; as a rule, active = well fitted curve in the direction sought with a large enough effect; inconclusive = small, poorly fitted or top-dose-only effect, or another doubt; inactive = no such curve, though single readings can be large; an effect the other way counts as inactive or inconclusive. Potency is read from the fitted curve at half-maximal effect.

SMILES	Tau ThT inhib	SMN2 splice up	ALDH1A1 inh	KDM4E inh	KinaseGlo FLuc	RECQ1 inh	L3MBTL1 block	LMNA splice mod
CCN(CC)CCN1C(=O)C(=O)/C(=C(/O)c2ccc(OC)cc2)C1c1ccco1 (stereo unspecified)	-13%	.	-12%	-18%	.	2%	2%	-5%
O=C(CCc1nc2ccccc2c(=O)[nH]1)OCc1ccc(-c2ccccc2)cc1	-5%	?	15%	3%	-1%	-6%	10%	13%
CN(Cc1nc(-c2cccs2)no1)CC1(N2CCOCC2)CCCCC1	-13%	.	-8%	4%	1%	i	-1%	15%[46 µM]
O=C1C2CC=CCC2C(=O)N1CNc1ccccc1 (stereo unspecified)	-7%	3%	6%	3%	2%	-2%	-3%	-5%
COC(=O)c1ccccc1NC(NC(=O)c1ccco1)C(=O)c1ccccc1 (stereo unspecified)	-11%	10%	-5%	-21%	-7%	-12%	-4%	-8%
O=C(COc1cccc(Cl)c1)Nc1ccc2c(c1)CCC2	-16%	20%	?	8%	-3%	-17%	30%	?
Cc1ccc(-n2c(SCC(=O)Nc3ccc(C(=O)O)cc3)nnc2-c2ccncc2)cc1	-5%	.	.	2%	.	-1%	7%	.
CN1CCN(NC(=O)c2ccc(Cl)s2)CC1	-5%	8%	3%	7%	0%	-2%	1%	?
COc1ccc(N(C(C)=O)S(=O)(=O)c2cc(OC)ccc2OC)cc1	-7%	-12%	4%	-2%	-1%	-2%	-1%	4%
COc1ccc(C2(NC(C)=O)CCN(C(=O)CCC(=O)O)CC2)cc1	-11%	-7%	5%	9%	3%	-6%	.	8%
O=C(Nc1ccc2c(c1)OCO2)c1ccc(Br)s1	?	13µM*	1%	2%	-1%	0%	9%[11.4 µM]	3%
Cn1c(=O)c2c(nc(Sc3ncccn3)n2Cc2ccc(Cl)cc2)n(C)c1=O	0%	-7%	10%	-12%	0%	i	.	0%
Cc1nc(N2CCN(S(=O)(=O)c3ccccc3)CC2)c2c3c(sc2n1)CC(C)CC3 (stereo unspecified)	2%	-27%	11%	5%	-2%	-3%	4%	12%[0.0737 µM]
Cc1nn(Cc2cccc(C(=O)NC34CC5CC(CC(C5)C3)C4)c2)c(C)c1Br	?	-50%[inhibitor]	?	-3%	0%	i	-17%	?
COc1ccc(C(=O)N2CCC[C@@]3(CCN(Cc4ccncc4)C3)C2)cc1	.	-16%	28µM*	.	-3%	-3%	.	.
Cc1ccc(NC2=C(N3CCOCC3)C(=O)c3ccccc3C2=O)cc1	?	-43%[inhibitor]	?	?	?	8%	?	-14%
Cc1cccc(NC2=NC(=S)N(c3cccc(C(=O)O)c3)C23CCCCC3)c1	0%	6%	2%	2%	0%	23%	12%	.
O=C(CO/N=C\c1ccccc1)Nc1ccccc1C(=O)N1CCOCC1	-2%	-14%	-10%	1%	-3%	-4%	3%	?
COc1ccc(NC(=S)N2CCN(C(c3ccccc3)c3ccccc3)CC2)cc1OC	-13%	-7%	?	-4%	0%	-24%	-15%	-22%
CC[n+]1c(/C=C/C=C/N(C(C)=O)c2ccccc2)sc2cc(OC)ccc21	13µM*	-30%[inhibitor]	?	?	-16%	-14%	-1%	?
CCC(C(=O)N1CCN(C(=O)c2ccco2)CC1)c1ccccc1 (stereo unspecified)	-6%	9%	-2%	7%	-10%	-3%	1%	9%
Cc1cc(C(=O)CSc2n[nH]c(N)n2)c(C)n1-c1ccc2c(c1)OCO2	-14%	-1%[1.84 µM]	0%	-2%	-4%	-3%	-20%	?
COc1ccc(C)cc1NC(=O)CSc1nnc(-c2ccco2)n1Cc1ccco1	-12%	-18%	-3%	-5%	-6%	-6%	-14%	?
Cn1cc(CN2CCCC(CO)C2)c(-c2ccc(Oc3ccccc3)cc2)n1 (stereo unspecified)	4%	.	-3%	5%	3%	i	2%	-1%[46 µM]
COC(=O)[C@H](COC(C)(C)C)NC(=O)O[C@@H]1Cc2cc(OC)ccc2O[C@H]1c1cccc(OC)c1	-9%	-9%	-8%	0%	0%	-9%	.	.
CCCc1cc(=O)[nH]c(SCC(=O)N2N=C(c3ccc(Cl)cc3)CC2c2ccco2)n1 (stereo unspecified)	15%	-66%[inhibitor]	?	0%	5%	7%	-7%	-9%
CN(Cc1cccs1)S(=O)(=O)c1cccs1	1%	?	?	6%	-3%	1%	.	11%
N#CC1=C(N)OC2=C(C(=O)CC(c3ccccc3)C2)C1c1ccoc1 (stereo unspecified)	?	-6%	?	0%	0%	-8%	-3%	3%
COc1ccc(-c2cc(-c3ccccc3)c(C#N)c(=S)[nH]2)cc1	?	-31%[inhibitor]	?	4%	1%	i	9%	.
Cc1ccc(CN2C(=O)CCC2(C)C(=O)NCc2cccnc2)cc1 (stereo unspecified)	-13%	-28%	-5%	-1%	-1%	-12%	.	-1%
CC(=O)n1cc([C@H]2C=C(C(=O)N3CCOCC3)O[C@@H](OCc3ccc(CO)cc3)C2)c2ccccc21	?	.	?	?	.	-5%	46%	.
O=S(=O)(c1ccccc1)N1CCC2(CC1)CN(C(c1ccccc1)c1ccccc1)C2	.	-14%	-2%	.	2%	-5%	.	.
O=C(COc1cccc(NC(=O)c2ccccc2)c1)c1ccc(F)cc1	?	-58%[inhibitor]	-6%	-5%	2%	i	9%	?
[O-]/C(=C(\C(=S)Nc1ccc(SC(F)F)cc1)[n+]1ccccc1)c1cc(Cl)ccc1Cl	-11%	-86%[inhibitor]	?	-7%	0%	-13%	.	.
CC(=O)Nc1ccc(OCC(=O)NCc2ccccc2)cc1	5%	-10%	-4%	-4%	2%	i	50%[activator]	.
COc1ccc(OC)c(N(CC(=O)N2CCCCC2)S(=O)(=O)c2ccc(OC)c(OC)c2)c1	-4%	-4%	-4%	-14%	2%	-2%	2%	0%
NC(=S)Nc1cccc2[nH]ncc12	-5%	3%	-1%	-20%	2%	-4%	3%	.
Cc1cc(SCC(=O)Nc2ccc(O)cc2)n2ncc(-c3ccccc3)c2n1	?	.	-6%	?	.	5%	2%	.
CCC(=O)Nc1ccccc1C(=O)C(=O)Nc1ccccc1	-2%	?	?	3%	0%	-9%	-1%	-16%
CC(Nc1cc(N2CCN(S(C)(=O)=O)CC2)ccc1[N+](=O)[O-])c1ccccc1 (stereo unspecified)	?	8%	?	-3%	0%	0%	-7%	14%
O=C(c1ccc(=O)[nH]c1)N(Cc1ccco1)C1(C(=O)NC2CCCCC2)CCCCC1	-3%	0%	-1%	7%	-2%	-3%	6%	-4%
O=C(CSc1nnc2ccc(-c3ccncc3)nn12)c1cccs1	-11%	-10%	3%	-14%	1%	-1%	.	.
CCOc1cnc(C(=O)NNC(=O)C(Br)C(C)C)o1 (stereo unspecified)	-3%	1%	-1%	0%	-3%	i	.	18%[46 µM]
NC(=O)C1CCN(C(=O)CSc2nc3c(c(-c4ccccc4)n2)CCCC3)CC1	-11%	-11%	?	3%	0%	2%	5%	13%
Oc1ccc(Cl)cc1N=Cc1sc2ccccc2c1Cl	-18%	-17%	?	?	-1%	0%	.	.
CCSc1nc(=O)n(-c2ccccc2)c(C)c1C(C)=O	-16%	0%	?	-1%	0%	-2%	-3%	-4%
Cc1ccc(-c2nc3cc(N)ccc3o2)c(C)c1	?	?	?	?	-10%	-1%	3%	3%
O=C(COc1ccc(Cl)cc1)N1CCN(c2ncccn2)CC1	3%	-3%	4%	1%	9%	i	3%	5%

2 consecutive records from above, for reference:
SMILES	Tau ThT inhib	SMN2 splice up	ALDH1A1 inh	KDM4E inh	KinaseGlo FLuc	RECQ1 inh	L3MBTL1 block	LMNA splice mod
CCOc1cnc(C(=O)NNC(=O)C(Br)C(C)C)o1 (stereo unspecified)	-3%	1%	-1%	0%	-3%	i	.	18%[46 µM]
NC(=O)C1CCN(C(=O)CSc2nc3c(c(-c4ccccc4)n2)CCCC3)CC1	-11%	-11%	?	3%	0%	2%	5%	13%

Further compounds follow:
SMILES	Tau ThT inhib	SMN2 splice up	ALDH1A1 inh	KDM4E inh	KinaseGlo FLuc	RECQ1 inh	L3MBTL1 block	LMNA splice mod
CC1=CC(C)C2C(=O)N(CCC[N+](C)(C)C)C(=O)C2C1 (stereo unspecified)	-1%	.	6%	2%	.	-4%	3%	4%
Cc1c(C(=O)NCCc2ccccc2)oc2ccc(S(=O)(=O)N3CCC4(CC3)OCCO4)cc12	-11%	-43%[inhibitor]	?	-8%	0%	-16%	-3%	8%[0.0737 µM]
N#C/C(C(=O)NCc1ccccc1)=C1/SC(Cc2ccc(Cl)cc2)C(=O)N1c1ccccc1 (stereo unspecified)	-2%	-24%	?	-3%	4%	-1%	-5%	0%
Cc1ccc(CSCC(N)C(=O)O)cc1 (stereo unspecified)	-5%	6%	32µM*	-13%	-2%	-1%	3%	-13%
CCOC(=O)c1c(NC(=O)C(F)(OC)C(F)(F)F)sc2c1CCN(C)C2 (stereo unspecified)	-13%	15%	?	?	-6%	i	-22%	-2%
C=CCn1c(SCC(=O)NCC(=O)OCC)nnc1-c1ccccn1	-1%	-9%	7%	6%	2%	-4%	-6%	-3%
CCc1ccc(NC(=O)c2ccc3c(c2)C(=O)N(Cc2ccco2)C3=O)cc1	?	-6%	?	9%	0%	1%	?	-8%
Cc1cc(Cl)ccc1C(=O)C1CCCN(C(=O)CCn2cnnn2)C1 (stereo unspecified)	-6%	.	-4%	-3%	.	i	10%	.
Cc1ccccc1Nc1nn2c(=O)c3ccccc3nc2s1	?	16µM*	-5%	-16%	-1%	-4%	2%	?
Cc1ccccc1NC(=O)Cc1nc(CSc2nnc(-c3ccc4c(c3)OCO4)o2)cs1	-16%	26%	-21%	-24%	-3%	-5%	1%	3%
COC(=O)C1=CN(Cc2cccs2)C=C(C(=O)OC)C1c1cccc(OC)c1OC	-13%	-14%	?	?	0%	-2%	2%	9%
CN(C)C(=O)c1nc2ccc(Cl)cn2c1CN1CCN(c2ncccn2)CC1	-2%	.	-5%	1%	0%	i	10%	9%[46 µM]
O=C(NNC(=O)c1ccc(Cl)cc1Cl)c1ccncc1	-3%	?	5%	8%	0%	-7%	4%	-12%

Some of the compounds tested. The share of hits here may be higher or lower than overall.
